Screens deposited in PubChem BioAssay by several laboratories.
PRMT1 inh = blocks human protein arginine methyltransferase 1 | recombinant PRMT1, activity-based probe fluorescence polarization | inhibition, % at 2.79 µM | AID 652257 | actives 1.3% (n = 370,000) | Q99873;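 active = inhibition above about 21% made by adding two undisclosed values, limit read from the data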
LEDGF integ inh = blocks HIV-1 LEDGF/p75-dependent DNA integration. TR-FRET IN-LEDGF/p75 DNA integration, Eu/Cy5. inhibition, % at 3.7 µM. actives 0.64% (n = 370,000). AID 743269;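 active = inhibition above the screen-wide mean plus 3 SD, cut at about 13% in these data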;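 note: signal is the Cy5 over europium emission ratio at 671 and 618 nm; 0% = plate median of compound wells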
ABHD4 inh = inhibits mouse alpha/beta hydrolase domain 4; Q8VD66; purified mABHD4, FP-Rh probe fluorescence polarization; inhibition, % at 8.92 µM; actives 0.54% (n = 370,000); AID 720543;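 active = inhibition exceeding the mean over every tested compound plus 3 SD, cut at about 30% in these data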;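 note: 0% = plate median of compound wells and 100% = S159A mutant with DMSO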
Target sequence (Q8VD66 whole entry, looked up, the tested form may be a part): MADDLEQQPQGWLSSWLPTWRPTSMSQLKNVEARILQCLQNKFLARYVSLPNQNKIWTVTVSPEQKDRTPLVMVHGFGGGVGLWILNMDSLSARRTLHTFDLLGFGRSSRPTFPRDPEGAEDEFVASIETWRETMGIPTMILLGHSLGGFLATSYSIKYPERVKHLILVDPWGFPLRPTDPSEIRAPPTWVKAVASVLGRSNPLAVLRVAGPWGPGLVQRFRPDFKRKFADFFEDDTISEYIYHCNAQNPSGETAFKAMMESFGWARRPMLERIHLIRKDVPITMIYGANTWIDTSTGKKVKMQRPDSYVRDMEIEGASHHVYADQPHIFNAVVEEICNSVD
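Assay system: mABHD4 protein; medium: HEPES pH 7.0, NaCl, Pluronic buffer; dosing: 8.92 µM, single dose; schedule: 45 min + 60 min at 25 °C; signal: FP readout, ex 525 nm / em 598 nm; read-out: normalized percent inhibition of probe labeling; repeats: single replicate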
Rev-erbA mod = modulators of human Rev-erb alpha DNA binding; Rev-erbα–FITC-DNA binding, fluorescence polarization, 90 min; activity, % at 10 µM; P20393; actives 0.79% (n = 370,000);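 active = activity above about 14%, limit read from the data; passing the limit was not always enough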;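 note: 0% = DMSO wells with 35 nM protein and 100% = DMSO wells with 750 nM protein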
Target sequence (P20393 whole entry, looked up): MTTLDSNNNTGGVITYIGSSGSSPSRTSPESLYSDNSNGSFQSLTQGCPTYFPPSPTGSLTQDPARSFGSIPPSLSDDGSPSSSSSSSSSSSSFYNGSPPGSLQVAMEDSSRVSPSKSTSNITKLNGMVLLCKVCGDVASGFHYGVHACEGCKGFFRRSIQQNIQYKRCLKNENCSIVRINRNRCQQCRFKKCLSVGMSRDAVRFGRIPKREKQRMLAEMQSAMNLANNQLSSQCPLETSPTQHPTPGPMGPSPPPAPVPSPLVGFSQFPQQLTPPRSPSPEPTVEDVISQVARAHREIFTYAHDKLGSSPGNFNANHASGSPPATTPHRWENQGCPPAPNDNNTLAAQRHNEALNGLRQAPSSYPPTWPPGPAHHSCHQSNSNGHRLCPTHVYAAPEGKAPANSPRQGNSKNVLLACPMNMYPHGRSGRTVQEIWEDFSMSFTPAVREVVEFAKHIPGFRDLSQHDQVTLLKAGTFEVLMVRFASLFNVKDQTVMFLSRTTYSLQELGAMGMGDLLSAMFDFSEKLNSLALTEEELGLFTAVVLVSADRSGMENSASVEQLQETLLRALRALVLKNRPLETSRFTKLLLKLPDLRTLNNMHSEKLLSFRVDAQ
MBD2 DNA inh = blocks human MBD2 binding to methylated DNA; actives 0.31% (n = 370,000); Q9UBB5; TR-FRET, MBD2 binding to methylated oligonucleotide; inhibition, % at 4.4 µM; AID 686964; in the data active = inhibition above about 13%
UHRF1 binding = UHRF1 methyl-DNA binding inhibition; UHRF1 binding to methylated oligo, TR-FRET; inhibition, % at 4.4 µM; actives 0.75% (n = 370,000); AID 687016; in the data active = inhibition above about 21%;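 note: UHRF1 SRA domain binding a hemimethylated CpG hairpin DNA probe; 0% = median of test compound wells and 100% = reference inhibitor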
TCR-CD3 inh = human TCR-CD3 binding inhibition; TAMRA-labeled TCR probe fluorescence, biochemical; inhibition, % at 9.4 µM; actives 0.37% (n = 360,000); AID 651800; in the data active = inhibition above about 19%;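 note: recombinant mutant TCR 2C K166C tagged with TAMRA read by polarization; 0% = receptor in buffer alone and 100% = receptor with positive control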
HTRA1 inh = inhibitors of human serine peptidase HTRA1; Q92743; recombinant HTRA1, FP-rhodamine activity-based probe, fluorescence polarization; inhibition, % at 5.96 µM; actives 0.5% (n = 340,000); AID 504803; in the data active = inhibition above about 36%;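 note: 0% = enzyme with DMSO and 100% = wells lacking enzyme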
rCAG RNA binder = binds r(CAG) RNA repeats; r(CAG) RNA repeat, TO-PRO-1 dye displacement fluorescence; inhibition, % at 3 µM; actives 1.3% (n = 370,000);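 active = inhibition above the plate cutoff, the mean of all test compounds on that plate plus 3 SD, cut at about 35% in these data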;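 note: 0% = DMSO alone and 100% = 100 µM mitoxantrone as full dye displacement; higher means more dye released from RNA so lower well fluorescence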
PG9 binder = binds the HIV-1 gp120 antibody PG9. TR-FRET gp120-PG9 antibody binding. AID 624416. inhibition, % at 6.7 µM. actives 0.43% (n = 360,000); in the data active = inhibition above about 8.5%
* = called active by the depositor; · = no result given. A portion of the library. The share of hits here may be higher or lower than overall.

The first eleven compounds as a preview:
Values run as follows: Rev-erbA mod, PG9 binder, TCR-CD3 inh, ABHD4 inh, LEDGF integ inh, PRMT1 inh, UHRF1 binding, HTRA1 inh, rCAG RNA binder, MBD2 DNA inh
Cc1ccc(CNC(=O)C2CCCN(S(=O)(=O)c3cnc[nH]3)C2)cc1 (stereo unspecified)
→ -1, -1.0, 6, 4, 1, 0, -1, -3, 1, 1
O=C(Nc1ccc(S(=O)(=O)N2CCc3ccccc3C2)cc1)c1ccccc1
→ 3, -0.8, -2, -3, -6, -2, 0, -13, 3, 0
COc1ccccc1NC(=S)NCC1CCCCC1
→ -3, 0.0, 0, -2, -2, -2, 1, -5, -5, 1
COC(=O)Cc1[nH]n(-c2nc3ccccc3s2)c(=O)c1C(C)=Nc1ccc(Cl)cc1
→ 0, 0.3, -8, 4, -6, 7, 0, -2, 7, 1
COc1ccccc1Cc1c(-c2ccc(Cl)cc2)nc2ccc(Cl)cn12
→ -7, -1.0, -3, -4, 4, 3, 0, ·, 28, 2
Cn1ccc(=Nc2ccc(NC(=O)c3ccc(N=c4ccn(C)c5ccc([N+](=O)[O-])cc45)cc3)cc2)cc1
→ 3, -1.0, 2, 4, 20*, 0, 7, 13, 25, 0
CN(C)CC(=O)N[C@H]1C[C@@H]2O[C@@H](CO)CC[C@@H]2O[C@@H]1CCc1ccc(C2=CCCCC2)cc1
→ 1, ·, ·, 5, 0, 0, 1, ·, -1, -4
CCC(COC(=O)c1ccccc1)Oc1cc(NCc2ccccc2)c2ncn(C(C)C)c2c1 (stereo unspecified)
→ 4, -0.9, 2, 31*, 7, 4, -6, 20, 0, -8
CC(CN1CCOCC1)OC(=O)c1ccc(Cl)cc1Cl (stereo unspecified)
→ -2, -1.8, 2, 2, 3, 0, 2, 4, 1, -2
COc1ccc(NS(=O)(=O)c2cc(N=Nc3c(O)[nH]c(=O)[nH]c3=O)ccc2Cl)cc1
→ 2, -3.1, -11, 8, -4, 5, -2, 5, 8, -5
CC1CC(C)CN(C(CCc2ccccc2)C(=O)NC2CCCCC2)C1 (stereo unspecified)
→ -3, -0.1, 5, 2, -7, -3, -1, ·, 0, -7

The whole of this part, repeating the preview:
Values run as follows: Rev-erbA mod, PG9 binder, TCR-CD3 inh, ABHD4 inh, LEDGF integ inh, PRMT1 inh, UHRF1 binding, HTRA1 inh, rCAG RNA binder, MBD2 DNA inh
Cc1ccc(CNC(=O)C2CCCN(S(=O)(=O)c3cnc[nH]3)C2)cc1 (stereo unspecified)
→ -1, -1.0, 6, 4, 1, 0, -1, -3, 1, 1
O=C(Nc1ccc(S(=O)(=O)N2CCc3ccccc3C2)cc1)c1ccccc1
→ 3, -0.8, -2, -3, -6, -2, 0, -13, 3, 0
COc1ccccc1NC(=S)NCC1CCCCC1
→ -3, 0.0, 0, -2, -2, -2, 1, -5, -5, 1
COC(=O)Cc1[nH]n(-c2nc3ccccc3s2)c(=O)c1C(C)=Nc1ccc(Cl)cc1
→ 0, 0.3, -8, 4, -6, 7, 0, -2, 7, 1
COc1ccccc1Cc1c(-c2ccc(Cl)cc2)nc2ccc(Cl)cn12
→ -7, -1.0, -3, -4, 4, 3, 0, ·, 28, 2
Cn1ccc(=Nc2ccc(NC(=O)c3ccc(N=c4ccn(C)c5ccc([N+](=O)[O-])cc45)cc3)cc2)cc1
→ 3, -1.0, 2, 4, 20*, 0, 7, 13, 25, 0
CN(C)CC(=O)N[C@H]1C[C@@H]2O[C@@H](CO)CC[C@@H]2O[C@@H]1CCc1ccc(C2=CCCCC2)cc1
→ 1, ·, ·, 5, 0, 0, 1, ·, -1, -4
CCC(COC(=O)c1ccccc1)Oc1cc(NCc2ccccc2)c2ncn(C(C)C)c2c1 (stereo unspecified)
→ 4, -0.9, 2, 31*, 7, 4, -6, 20, 0, -8
CC(CN1CCOCC1)OC(=O)c1ccc(Cl)cc1Cl (stereo unspecified)
→ -2, -1.8, 2, 2, 3, 0, 2, 4, 1, -2
COc1ccc(NS(=O)(=O)c2cc(N=Nc3c(O)[nH]c(=O)[nH]c3=O)ccc2Cl)cc1
→ 2, -3.1, -11, 8, -4, 5, -2, 5, 8, -5

Values run as follows: Rev-erbA mod, PG9 binder, TCR-CD3 inh, ABHD4 inh, LEDGF integ inh, PRMT1 inh, UHRF1 binding, HTRA1 inh, rCAG RNA binder, MBD2 DNA inh
CC1CC(C)CN(C(CCc2ccccc2)C(=O)NC2CCCCC2)C1 (stereo unspecified)
→ -3, -0.1, 5, 2, -7, -3, -1, ·, 0, -7
CC(=O)Nc1nc(-c2ccc3c(c2)CCN3C(=O)C2CC2)c(C)s1
→ 5, -1.8, 4, 8, 3, 1, -2, 5, 2, -4
COc1cccc(-c2cnc3c(NC(C)=O)cc(-c4cc(F)ccc4OC)cn23)c1
→ -2, -1.3, -5, -11, -3, 1, 1, ·, 9, 4
C=CCn1c(SCC(=O)NCc2ccco2)nc2ccccc2c1=O
→ -4, 0.9, 7, -4, 3, -3, 0, ·, -3, -4
O=C(O)c1cccc(C(=O)Nc2cccc(NC(=O)C3CCCO3)c2)c1 (stereo unspecified)
→ 2, 1.1, 8, 6, 2, -2, -2, 3, 6, 3
COC(=O)C1C(c2ccccc2)C(C(=O)N2CCN(C)CC2)C1c1ccccc1 (stereo unspecified)
→ -1, 0.8, 8, -4, -1, -3, 3, -4, -4, -3
COc1ccccc1-c1cccc([C@@H]2C[C@H]3[C@H](CON3C)CN2C)c1
→ 1, 0.7, -5, 5, -1, 1, 0, 0, -1, 0
Fc1cccc(CN2CCSCC2)c1
→ 3, -1.3, 9, 3, 6, -1, 0, -2, -2, 2
CCOC(=O)c1cccc(NC(=O)Cn2nc(C)n3cccc3c2=O)c1
→ -3, -3.8, -5, -2, -6, 5, 1, -2, 1, 0
CCCNC(=O)c1nc2ncc(Br)cn2n1
→ 2, -0.3, 9, 5, 0, -2, 1, 3, 4, -2

Values run as follows: Rev-erbA mod, PG9 binder, TCR-CD3 inh, ABHD4 inh, LEDGF integ inh, PRMT1 inh, UHRF1 binding, HTRA1 inh, rCAG RNA binder, MBD2 DNA inh
CCN(CC)P(=O)(C(NC(=O)OC)C(F)(F)C(F)(F)C(F)(F)C(F)F)N(CC)CC (stereo unspecified)
→ -5, 0.7, -1, -6, 6, 3, 4, -2, -9, 6
CC(C)COC(=O)/C(C#N)=C/c1cn(Cc2ccccc2)c2ccccc12
→ 0, -2.7, 2, 2, 1, -3, -2, -1, 0, 1
CCOC(=O)N1CCN(C(=O)c2ccc(SC)cc2OC)CC1
→ -1, -0.8, -1, 0, -2, -1, 6, 8, -5, -1
COc1cccc(-c2nc(CS(=O)CC(=O)NCCc3ccccc3)c(C)o2)c1 (stereo unspecified)
→ -9, -1.6, -1, 0, 0, 4, 7, -1, -3, 1
CCOC(=O)c1c(C)nc2c3ccccc3ccn12
→ 0, 2.9, -10, -13, 2, 4, 2, -9, 3, 4
Cc1nnc(SCC(=O)Nc2ccc3c(c2)OCO3)o1
→ -5, -2.1, 6, 0, -1, -1, -1, 3, 0, -1
O=C(C1=NN[C@@H]2C(=O)N(c3cccc(C(F)(F)F)c3)C(=O)[C@H]12)c1ccc2ccccc2n1
→ -1, -2.5, 5, -7, 1, 10, -3, -28, 32, 1
Cc1ccc(NC(=O)CSc2nnc(CNC(=O)c3ccco3)o2)cc1
→ 1, 0.1, 6, 6, -4, -2, 0, 8, 1, -2
COc1ccc(N2CC(C(=O)Nc3nnc(SCC(=O)Nc4ccc(NC(C)=O)cc4)s3)CC2=O)cc1 (stereo unspecified)
→ -8, 0.3, 1, -3, 7, -1, -3, -7, 11, -1
CCOCCC(=O)Nc1ccc2c(c1)c(=O)n(C)n2-c1ccccc1F
→ -6, -0.2, 4, 3, -3, -1, 1, ·, 1, -3

Values run as follows: Rev-erbA mod, PG9 binder, TCR-CD3 inh, ABHD4 inh, LEDGF integ inh, PRMT1 inh, UHRF1 binding, HTRA1 inh, rCAG RNA binder, MBD2 DNA inh
COc1ccc(-c2nc(N)nc(C(F)(F)F)c2-c2csc(C)n2)c(O)c1
→ -2, -0.4, -6, -17, 2, 9, 3, 0, -6, 1
CCCC[n+]1c(-c2ccc(Cl)cc2Cl)csc1Nc1ccccc1
→ 13, -1.3, -5, -2, 0, 0, 2, -8, 1, 9
O=C(Nc1ccc(F)cc1)N1CCN(C/C=C/c2ccccc2)CC1
→ -6, 0.5, 1, 8, -2, 1, 0, -4, -1, 3
CCn1c(NC(C)=O)c(-c2ccccc2Cl)c(=O)c2ccccc21
→ -5, 1.0, -2, 3, -7, 2, 2, 6, 3, 3
O=S(=O)(Nc1ccc(-c2csc(-c3ccccc3)n2)cc1)c1ccc(F)cc1
→ -2, -0.6, 1, -76, -1, 1, 0, -79, 29, -2
CCOC(=O)c1nnn(-c2nonc2N)c1COc1c(C=O)cccc1OC
→ -3, 1.6, -1, 3, 0, -1, -4, -13, 4, 4
S=c1[nH]nc(COc2ccccc2)n1/N=C/C=C/c1ccccc1
→ -6, 0.2, 5, -4, -3, 19, 3, 1, 10, 3
CN(C)S(=O)(=O)c1cccc(C(=O)c2nccn2C)c1
→ -6, 0.0, 1, 7, 1, -1, -2, -1, 2, 5
COc1cccc(NC(=O)N[C@@H](Cc2ccccc2)C(=O)O)c1
→ -1, -0.9, 5, 7, 3, 0, -4, 5, -1, 0
CCC(CC)C(=O)NN(C(=O)c1ccncc1)C1CC(=O)N(c2ccccc2)C1=O (stereo unspecified)
→ 1, -1.3, 5, 3, 2, -3, 4, 2, 2, -2

Values run as follows: Rev-erbA mod, PG9 binder, TCR-CD3 inh, ABHD4 inh, LEDGF integ inh, PRMT1 inh, UHRF1 binding, HTRA1 inh, rCAG RNA binder, MBD2 DNA inh
COc1ccc(OC)c(C(=O)CSc2nnc(-c3cccs3)n2C)c1
→ 0, -0.5, 4, 6, -1, 2, 0, -2, 3, -1
CCOc1cccc(-c2nc3cc(C)ccc3o2)c1
→ 8, -0.9, -10, -5, 11, 7, 26*, 7, 2, 11
CCOc1ccc(OCc2ccc(C(=O)NN)o2)cc1
→ -3, 0.8, 0, -13, 1, -4, -3, -6, 2, -11
Cc1ccc([C@@H]2C[C@H]3[C@@H](CN2S(=O)(=O)c2ccc(C)cc2)C(=O)C[C@@H](c2ccc(Cl)cc2)N3S(=O)(=O)c2ccc(C)cc2)cc1
→ 5, 0.8, -3, 3, 2, 1, 0, -16, 11, -6
C/C(N)=C(/C#N)C(=O)COC(=O)c1cccc(O)c1
→ 5, -0.7, -2, 0, 3, 5, 2, 9, -3, 1
COc1ccc2[nH]cc(CCn3ccc(O)c(C/C=C/c4ccccc4)c3=O)c2c1
→ 0, 2.5, -13, -5, 5, 7, 3, -3, 15, 5
CCN1CCN(CC(=O)c2ccc(OC)cc2)CC1
→ -1, -0.7, -1, 3, -8, 3, 1, 5, -1, -1
CCC(C)Nc1nc(OC)nc(N(C)C#N)n1 (stereo unspecified)
→ 3, -1.0, 5, -6, -2, -1, 1, 5, -1, -5
